# From PubChem BioAssay
# All columns: NCI-60 one-dose screen, growth in % after 48 h at 10 µM unless noted; 100 = growth as untreated, 0 = no growth, -100 = all killed.
# HOP-62 – HOP-62 NSCLC; AID 1794735; 80,000 compounds, 3.9% hits
# HOP-92 – HOP-92 NSCLC cells | 71,000 compounds, 6.3% hits
# EKVX – EKVX NSCLC; AID 1794765; 71,000 compounds, 3% hits
# RPMI-8226 – RPMI-8226 leukemia cells; 77,000 compounds, 7.5% hits; AID 1794781
# M14 – M14 melanoma; 80,000 compounds, 6.2% hits
# CCRF-CEM – CCRF-CEM leukemia; 77,000 compounds, 7% hits; AID 1794778
# UACC-62 – UACC-62 melanoma; 81,000 compounds, 5.4% hits; AID 1794756
# A549/ATCC – A549/ATCC NSCLC; 81,000 compounds, 3.7% hits; AID 1794740
# An asterisk follows results filed as active; nt = not tested or not shown; & = joins results of further samples. Rule for the calls: active = growth percent below 10; inactive = the rest.
molecule	HOP-62	HOP-92	EKVX	RPMI-8226	M14	CCRF-CEM	UACC-62	A549/ATCC
O=C1CCC(C(=O)NNCc2ccccc2)N1 (configuration not stated)	110.5	103.1	100.4	100.4	102.0	104.6	98.9	99.5
CN1C(=O)C2(SCC(C(=O)NC(C)(C)C)N2C(=O)C2CCCCC2)c2cc(F)ccc21 (configuration not stated)	95.4	100.3	95.6	90.2	99.0	87.1	92.3	101.1
COc1ccc(C2=C(Nc3ccc(C(=O)Nc4ccc(Cl)cc4)cc3)C(=O)NC2=O)cc1	73.4	91.2	72.4	69.3	88.2	75.3	87.6	71.6
COc1ccc(C/C(C)=C(/c2ccc(OCCN3CCCCCC3)cc2)c2ccc(OC(=O)c3ccccc3)cc2)cc1	91.3	105.1	93.0	112.4	95.3	93.0	99.1	97.5
COc1ccc(-c2csc(NC(=O)c3cc(O)c(O)c(O)c3)n2)cc1	64.8	nt	nt	41.1	63.2	18.5	nt	58.6
COc1ccc([C@H]2[C@H](C(=O)Nc3cccnc3)c3ccccc3C(=O)N2c2ccccc2)cc1	nt	nt	94.5	nt	86.2	nt	92.3	87.8
O=C(O)CSCC(=O)Nc1ccccc1Cl	107.5	100.5	94.8	109.0	114.2	88.5	99.7	113.8
C=CCc1c2c(c(OC)c3ccoc13)C(=O)/C(=C/c1ccc(Cl)cc1)O2	94.4	97.9	80.3	112.6	99.9	103.7	86.1	97.8
COc1ccc(/C=C2\N=C3N(NC(SC)=C(C#N)C(=N)N3c3ccccc3)C2=O)cc1	93.6	99.4	86.5	107.6	101.9	102.7	89.1	109.0
O=C(O)CCc1ccccc1Cl	113.9	90.1	110.3	96.1	101.3	98.5	95.0	112.0
CNC(=S)NS(=O)(=O)c1ccc(NNc2c3ccccc3nc3ccccc23)cc1	72.7	97.0	87.6	82.2	89.6	94.7	95.5	85.2
CCOC(=O)CNN	nt	99.4	113.1	110.4	107.3	97.8	103.1	101.4
COc1cc2c(cc1OCCCOc1cc3c(cc1OC)C(=O)N1CCC[C@H]1C=N3)C=CC(C)(C)O2	100.6	66.3	154.0	48.0	110.7	6.0*	81.0	99.3
O=C(O)c1cn(C2CC2)c2cc(N3CCN(C(=O)N/N=C/c4ccccc4)CC3)c(F)cc2c1=O	106.9	89.0	101.4	103.8	108.0	96.9	95.3	105.7
O/N=C(\CSc1nnc(-c2c[nH]c3ccccc23)n1-c1ccccc1)c1ccccc1	84.6	17.3	26.4	31.9	45.8	41.0	40.8	53.1
Cc1cc2cn3c4cccnc4[nH]c(=O)c3c2cc1C	46.8	nt	76.7	-5.5*	36.4	4.5*	61.2	10.2
C[n+]1ccccc1/C=N/O	99.2&95.6&101.9	86.9&80.7&89.3	95.8&103.5&100.3	70.5&91.7&92.8	99.5&101.9	95.9&96.4&98.7	97.2&101.0&101.8	102.2&103.0&101.4
Oc1ccc2ccccc2c1/C=N/N=C/c1c(O)ccc2ccccc12	86.8	52.3	83.4	99.5	91.6	91.5	84.7	109.2
O=c1c2ccccc2nc(-c2ccccc2)n1-c1ccc(S(=O)(=O)Nc2ncccn2)cc1	95.6	103.8	87.4	102.1	99.5	107.1	90.3	112.7
CCSc1nc(N)cc(=O)[nH]1	128.3	100.9	117.6	116.1	102.9	102.8	112.3	107.2
CCOC(=N)CC(=O)Nc1cccc(C)c1Cl	nt	89.1	nt	107.2	nt	nt	nt	nt
C=CCSSc1ncnc2c1ncn2C1OC(CO)C(O)C1O (configuration not stated)	19.8	28.2	91.9	-8.2*	15.4	nt	18.4	79.7
O=C(NNc1ccc([N+](=O)[O-])cn1)Nc1ccccc1	120.9	102.4	114.6	109.3	107.8	84.6	101.6	104.0
Cc1ccc(/C=C2/SC(=S)N(CC(=O)Nc3ncc(Cc4ccccc4)s3)C2=O)cc1	106.7	92.7	90.1	106.8	107.7	105.3	96.5	99.2
Cc1nc2ccccc2n1CC1NC(=S)NC1=O (configuration not stated)	102.0	106.4	96.8	100.5	107.9	97.1	97.3	98.4
CC(C)c1ncc(CO)n1Cc1c(Cl)cccc1Cl	103.1	93.6	nt	97.6	108.5	102.7	108.2	101.8
O=C(c1ccccc1)N(C(=O)c1ccccc1)c1ccccc1	93.2	77.3	95.5	86.7	112.2	80.4	110.0	89.8
Cc1ccc(/C=C/C2=NN(c3ccc(-c4ccc(Cl)cc4)nn3)C(c3ccc(C)o3)C2)o1 (configuration not stated)	98.1	77.6	76.4	30.4	88.9	57.2	88.8	84.3
O=C(c1ccco1)C(O)c1ccco1 (configuration not stated)	121.8	nt	129.2	86.6	113.0	92.1	109.5	104.4
O=C(Cn1c(C(=O)c2ccc(Cl)cc2)nc2ccccc21)c1ccc(Cl)cc1	87.7	81.3	93.1	66.9	84.7	69.5	72.4	70.7
Brc1cc2ccccc2c2ccccc12	110.9	nt	nt	109.0	109.1	99.5	109.4	nt
CCC(C)(C)c1cc(O)c(C(C)(C)CC)cc1O	54.8	-7.4*	43.4	22.3	nt	nt	35.4	49.9
C/C(=N\NC(=O)c1sc(=S)n(C)c1N)c1cccs1	92.3	82.7	99.8	92.5	108.3	57.1	97.3	106.8
Cc1c(Cl)cccc1NC(=O)c1sc2nc3c(cc2c1N)CN(Cc1ccccc1)CC3	38.4	51.8	55.5	54.8	26.8	14.5	40.2	58.6
Cc1ccc(-c2nc3nc(-c4ccccc4)nc(N4CCNCC4)c3o2)cc1	-92.9*	-73.5*	-65.5*	-61.5*	-84.7*	-69.3*	-87.8*	-84.5*
N#Cc1c(Nc2ccccc2)n[nH]c1-c1cccs1	99.1	54.0	89.3	88.4	95.4	98.4	64.2	96.9
CCOC(=O)c1cnnn1-c1cc(=O)[nH]c2ccc(OC)cc12	99.9	91.9	89.9	100.9	103.7	96.7	97.4	90.7
Cc1ccc2oc(-c3ccc(O)cc3)cc(=O)c2c1	96.4	111.0	64.1	85.5	99.5	61.2	114.1	71.9
COC(=O)[C@]12CCC(C)(C)C[C@H]1C1=CC[C@@H]3[C@@]4(C)C/C(=C/c5ccncc5)C(=O)C(C)(C)[C@@H]4CC[C@@]3(C)[C@]1(C)CC2	88.3	76.9	101.6	23.2	89.2	33.1	83.1	86.5
c1cc(-c2ccc3c(c2)OCO3)n2nccc2n1	108.1	83.9	nt	97.1	109.0	100.5	112.9	99.2
O=C1CSc2nnc(CCC(=O)c3nc4ccccc4[nH]3)n2N1	95.1	nt	104.5	112.7	107.0	104.7	105.2	113.3
Cn1c(NCCc2ccc(O)c(O)c2)nc2c1c(=O)n(Cc1ccc(Br)cc1)c(=O)n2C	108.2	61.1	79.9	25.6	96.5	23.0	82.0	83.9
CC(=O)Oc1cc2c(c3ccccc13)CCC2=O	103.2	82.9	96.2	108.3	99.3	95.5	109.7	104.1
CCOC(=O)C1=C(N)Oc2n[nH]c(C)c2C1c1cc(=O)oc2ccc(C)cc12 (configuration not stated)	91.8	90.1	100.4	98.1	96.1	94.0	93.1	94.1
C#CCOc1cccc(Nc2ncnc3cc(NC(=O)CCl)ccc23)c1	-61.6*	-76.9*	-49.1*	-43.9*	-56.1*	-46.9*	-73.9*	-59.4*
O=C1CCC(c2nc3ccccc3c(=O)[nH]2)N1 (configuration not stated)	90.8	93.9	97.3	114.4	nt	106.9	97.5	105.7
CC(=O)c1cnc2sc(C(=O)Nc3ccccc3)c(N)c2c1	101.7	74.0	nt	89.0	109.2	100.7	114.9	89.0
CCN(CC)C(=O)c1ccc2c(c1)OCO2	112.4	106.1	100.4	107.9	96.1	109.8	105.8	102.6
CCCCCN(CCCCC)CC(O)c1c(Cl)ccc2ccccc12 (configuration not stated)	80.5	68.1	62.5	66.2	72.2	67.2	59.7	67.6
COc1ccc(-c2nc3sc(-c4ccccc4)c(-c4ccccc4)n3c2/C=C/c2ccc(F)cc2)cc1	95.9	94.5	nt	95.5	83.1	88.1	82.8	83.8
O=C1Nc2cccc3c2N(CCC3)C2=C1CCC2	102.2	nt	100.3	97.9	120.8	103.8	95.0	93.3
CCc1nc2ccc(Cc3ccc(C(=O)NO)cc3)cc2c(=O)n1CCc1ccccc1	-43.4*	-29.5*	-23.3*	6.1*	-63.8*	2.9*	-57.7*	-41.7*
Cc1noc2c(Cc3ccc([N+](=O)[O-])cc3)nn(CC(=O)N/N=C/c3ccc(Cl)cc3)c(=O)c12	16.9	-20.2*	79.8	84.7	68.1	95.6	65.3	40.1
C[C@]12CCC3c4ccc(OC(=O)c5ccccc5)cc4CCC3C1CC[C@@H]2O (some centres not stated)	92.2	96.1	49.9	100.7	97.9	82.2	72.9	94.5
Cc1c(-c2ccccc2)c(-c2ccccc2)c(C)n1Cc1ccc(Cl)cc1	81.4	63.0	nt	42.2	62.6	48.7	51.0	55.8
Cc1nc2nccnc2[nH]1	104.4	nt	nt	103.8	100.1	99.0	115.9	98.7
CC(C)(C)c1ccc(/C=C2/SC(N3CCN(c4cccc(C(F)(F)F)c4)CC3)=NC2=O)cc1	92.5	71.7	84.7	96.2	102.2	95.4	80.8	94.2
O=C(/C=C(O)/C=C/c1ccc(F)cc1)/C=C/c1ccc(F)cc1	107.7	91.0	101.6	98.0	87.8	92.2	83.5	97.0
N#Cc1c(-c2ccccc2)nc2c(c(-c3ccccc3)nn2-c2ccccc2)c1-c1ccc2c(c1)OCO2	98.9	87.6	111.3	80.0	94.4	88.6	93.6	94.4
CN(Cc1ccccc1)c1nc(Cl)c(C2CC(c3ccccc3)=NN2C=O)s1 (configuration not stated)	90.6	65.7	90.3	57.0	87.4	66.5	78.4	84.3

# Individual results from the results shown:
# Brc1cc2ccccc2c2ccccc12 in UACC-62: 109.4
# C/C(=N\NC(=O)c1sc(=S)n(C)c1N)c1cccs1 in M14: 108.3

# A second format for some results above:
# Value order: HOP-62 | HOP-92 | EKVX | RPMI-8226 | M14 | CCRF-CEM | UACC-62 | A549/ATCC
- COc1ccc(-c2nc3sc(-c4ccccc4)c(-c4ccccc4)n3c2/C=C/c2ccc(F)cc2)cc1
  95.9 | 94.5 | nt | 95.5 | 83.1 | 88.1 | 82.8 | 83.8
- O=C1Nc2cccc3c2N(CCC3)C2=C1CCC2
  102.2 | nt | 100.3 | 97.9 | 120.8 | 103.8 | 95.0 | 93.3
- CCc1nc2ccc(Cc3ccc(C(=O)NO)cc3)cc2c(=O)n1CCc1ccccc1
  -43.4* | -29.5* | -23.3* | 6.1* | -63.8* | 2.9* | -57.7* | -41.7*
- Cc1noc2c(Cc3ccc([N+](=O)[O-])cc3)nn(CC(=O)N/N=C/c3ccc(Cl)cc3)c(=O)c12
  16.9 | -20.2* | 79.8 | 84.7 | 68.1 | 95.6 | 65.3 | 40.1
- C[C@]12CCC3c4ccc(OC(=O)c5ccccc5)cc4CCC3C1CC[C@@H]2O (some centres not stated)
  92.2 | 96.1 | 49.9 | 100.7 | 97.9 | 82.2 | 72.9 | 94.5
- Cc1c(-c2ccccc2)c(-c2ccccc2)c(C)n1Cc1ccc(Cl)cc1
  81.4 | 63.0 | nt | 42.2 | 62.6 | 48.7 | 51.0 | 55.8

# Back to the main list, repeating the 2 entries before the break.
molecule	HOP-62	HOP-92	EKVX	RPMI-8226	M14	CCRF-CEM	UACC-62	A549/ATCC
N#Cc1c(-c2ccccc2)nc2c(c(-c3ccccc3)nn2-c2ccccc2)c1-c1ccc2c(c1)OCO2	98.9	87.6	111.3	80.0	94.4	88.6	93.6	94.4
CN(Cc1ccccc1)c1nc(Cl)c(C2CC(c3ccccc3)=NN2C=O)s1 (configuration not stated)	90.6	65.7	90.3	57.0	87.4	66.5	78.4	84.3
CC(=O)c1ccc(Cl)c(Cl)c1	85.5	98.2	102.2	101.5	99.7	98.3	nt	89.8
COC(=O)c1c(C=O)cccc1[N+](=O)[O-]	95.5	106.6	100.7	101.2	103.6	98.3	nt	92.6
C=C(C)[C@@H]1CC[C@]2(C=O)CC[C@]3(C)[C@H](CC[C@@H]4[C@@]5(C)CCCNC(C)(C)[C@@H]5CC[C@]43C)[C@@H]12	94.5	54.5	96.6	12.3	81.0	59.7	69.9	62.2
N=C1c2nc3n(c2C(=O)c2c1nc1n2CCCC1)CCCC3	104.3	112.3	98.4	94.5	99.5	94.1	98.9	99.8
O=C(O)CCC(=O)Nc1ccc(S(=O)(=O)Nc2nccs2)cc1	103.9&106.7	nt	109.9&93.4	96.1	98.1&95.8	96.4	90.4&112.2	99.5&101.0
CC(=O)Nc1ccc(OC(C)=O)cc1N	97.0	99.4	99.7	99.0	102.3	92.9	96.1	99.5
COc1ccc(CN(N=O)c2ccc(C(=O)O)cc2)cc1	112.1	104.6	112.3	108.4	101.2	70.7	106.2	101.0
COC1=CC(c2ccc[nH]2)=N/C1=C\c1[nH]c(C)c(C(=O)CCCCCCCCC(=O)O[C@H]2CC[C@H]3C4CCc5cc(O)ccc5C4CC[C@]23C)c1C (some centres not stated)	50.7	-14.6*	nt	33.2	-35.7*	11.5	-48.3*	4.1*
Nc1ccc(CCCCc2ccc(Cl)cc2Cl)cc1	113.9	74.1	116.2	64.7	101.7	64.9	92.0	89.9
O/N=C/c1ccc(O)cc1	89.0	102.8	100.8	122.5	97.4	99.7	98.5	118.5
O=C(CCCC(=O)Nc1ccccn1)Nc1ccc(N2CCN(c3ccccc3)CC2)cc1	102.4	92.7	108.1	106.9	99.3	93.5	89.9	87.3
COc1ccc(/C(C)=C(\c2ccc(Cl)cc2)c2ccc(OCCN(C)C)cc2)cc1F	64.8	65.6	81.6	-29.2*	nt	40.2	42.3	59.0
O=C1NC(CO)C(=O)NC1CO (configuration not stated)	100.3	96.0	89.4	103.9	110.3	97.4	95.3	102.3
CCCCCCCCOc1nc2c(c(=O)n(C)c(=O)n2C)n1C	90.5	nt	101.6	84.7	96.7	91.3	95.4	94.9
COC(=O)C1=C(O)CC2CC(C(=O)OC)N3C(=O)COC123 (configuration not stated)	108.7	115.3	102.7	110.6	105.2	102.7	103.0	110.1
CCOC(=O)C1(C(=O)OCC)N=C(c2ccccc2)C=C1c1ccccc1	105.2	66.5	nt	61.6	90.5	77.5	82.0	86.7
